# RGS4 inhibitor = Inhibitors of Regulator of G Protein Signaling (RGS) 4: qHTS. Regulator of G-protein signaling 4 (Homo sapiens), P49798. 390,000 tested, 0.039% active. Potency, µM (series often up to 114 µM), for the others: at the top dose activity change, negative = inhibition, usual class: inhibitors. Transcreener GDP fluorescence polarization, RGS4-accelerated GTP hydrolysis; note: % is set by controls: 0 for no effect and ±100 for the full control effect; nearly all actives have a fitted effect of over 75% in size; some results filed as inactive show a strong effect at the top dose
# Target sequence (P49798 whole entry, looked up): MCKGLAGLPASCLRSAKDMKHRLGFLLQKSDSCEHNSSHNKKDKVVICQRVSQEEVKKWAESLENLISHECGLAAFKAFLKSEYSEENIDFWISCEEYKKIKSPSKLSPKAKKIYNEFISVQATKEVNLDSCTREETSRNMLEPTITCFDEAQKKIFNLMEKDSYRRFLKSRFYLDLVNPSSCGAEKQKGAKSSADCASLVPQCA
#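 MLSMR compounds (23 nl, pin-transferred) preincubated 10 min at room temperature with a 500nM (2x) first reagent, then RGS4 at 900nM (2x) plus Transcreener GDP mix added; fluorescence polarization (620/688 nm) read before and after 90 min at 30 °C.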
# rTrxR1 inhibitor = qHTS Assay for Inhibitors of Mammalian Selenoprotein Thioredoxin Reductase 1 (TrxR1): qHTS. Potency, µM (doses to about 114 µM), inactives show at the highest dose activity change, negative = inhibition, hits mostly inhibitors. recombinant rTrxR1, NADPH fluorescence consumption, selenite substrate. 390,000 tested, 1% active. Thioredoxin reductase 1, cytoplasmic (Rattus norvegicus), O89049; note: % is set by controls: 0 for no effect and ±100 for the full control effect; nearly all actives have a fitted effect of over 65% in size
#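 Rat TrxR1 (90 nM in the dispensed reagent) was pre-reduced with 400 uM NADPH for 5 min at room temperature, then incubated with compound for 15 min. After 400 uM selenite was added, NADPH fluorescence (Ex 340/Em 450 nm) was followed for 8 min.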
# Vif-A3F inh = qHTS for Inhibitors of Vif-A3F Interactions: qHTS | 390,000 tested, 0.2% active | Potency, µM (highest dose often 46.1 µM), inactives show top-dose activity, negative = active | HeLa A3F-eYFP + Vif (tagged APOBEC3F with the HIV-1 protein that degrades it), YFP fluorescence increase; note: % of control where 0% means no effect; nearly all actives have a fitted effect of over 65% in size
#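 HeLa cells stably expressing A3F-eYFP plus Vif, plated and incubated overnight at 37 deg C, then exposed to compounds overnight at 37 deg C. Blocked degradation read as raised yellow fluorescence (Ex 488/Em 500-530).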
# 12-LOX inh = Primary qHTS assay for inhibitors of human arachidonate 12S-lipoxygenase (ALOX12): Round 2; Polyunsaturated fatty acid lipoxygenase ALOX12 (Homo sapiens), P18054; purified 12hLO, xylenol orange hydroperoxide absorbance; Potency, µM (doses to about 108 µM), for the others: at the top dose activity change, negative = inhibition, actives largely listed as inhibitors; 580,000 tested, 1.1% active; note: % is set by controls: 0 for no effect and ±100 for the full control effect
#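 Hydroperoxide product was detected by ferrous iron/xylenol orange as the 573 to 405 nm absorbance ratio. Arachidonic acid at 40 uM (final) was turned over for 30 min at room temperature by 150 nM human 12hLO, pH 7.0 Hepes buffer, after 15 min compound preincubation.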
# USP1-UAF1 inh = Inhibitors of USP1/UAF1: Primary Screen; Ubiquitin carboxyl-terminal hydrolase 1 (Homo sapiens), O94782; recombinant USP1/UAF1, Ub-Rhodamine cleavage fluorescence; Potency, µM (highest dose often 57.1 µM), inactives show top-dose activity change, negative = inhibition, most hits filed as inhibitors; 390,000 tested, 0.23% active; AID 743255, 2014; note: % is set by controls: 0 for no effect and ±100 for the full control effect; nearly all actives have a fitted effect of over 60% in size; inactives centre near -12
# Target sequence (O94782 whole entry, looked up): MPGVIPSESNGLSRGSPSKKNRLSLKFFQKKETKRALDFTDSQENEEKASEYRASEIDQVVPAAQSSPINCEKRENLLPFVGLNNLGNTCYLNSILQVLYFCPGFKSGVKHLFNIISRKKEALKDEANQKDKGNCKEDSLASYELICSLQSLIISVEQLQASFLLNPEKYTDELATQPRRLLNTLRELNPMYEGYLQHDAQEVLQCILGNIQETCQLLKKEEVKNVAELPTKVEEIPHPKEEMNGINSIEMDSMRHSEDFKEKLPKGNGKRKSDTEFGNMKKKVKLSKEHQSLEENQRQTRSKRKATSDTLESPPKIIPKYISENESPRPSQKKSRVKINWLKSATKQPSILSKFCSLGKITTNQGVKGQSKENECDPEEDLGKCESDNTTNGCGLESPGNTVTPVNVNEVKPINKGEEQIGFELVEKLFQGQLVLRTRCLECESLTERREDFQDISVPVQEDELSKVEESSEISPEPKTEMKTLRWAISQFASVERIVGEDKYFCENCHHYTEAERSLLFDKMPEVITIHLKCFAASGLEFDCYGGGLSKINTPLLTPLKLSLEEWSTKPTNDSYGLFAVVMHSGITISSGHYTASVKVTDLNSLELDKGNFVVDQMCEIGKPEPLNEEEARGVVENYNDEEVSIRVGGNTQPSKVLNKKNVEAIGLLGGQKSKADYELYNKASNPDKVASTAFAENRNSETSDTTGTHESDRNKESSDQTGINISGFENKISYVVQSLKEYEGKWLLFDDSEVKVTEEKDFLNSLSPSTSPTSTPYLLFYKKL
#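 USP1/UAF1 complex at 1 nM was preincubated with compound for 15 min at room temperature, then Ub-Rho substrate (150nM final) was added. Fluorescence (480/540 nm) was read kinetically, 6 reads every 60 seconds.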
# mIDH1 inhibitor = qHTS for Inhibitors of mutant isocitrate dehydrogenase 1 (IDH1): qHTS | Isocitrate dehydrogenase [NADP] cytoplasmic (Homo sapiens), O75874 | IDH1-R132H enzyme, NADPH consumption, diaphorase/resazurin fluorescence | Potency, µM (titrated, usually from 76.6 µM), inactives show top-dose activity change, negative = inhibition, actives largely listed as inhibitors | 390,000 tested, 0.093% active | AID 602179, 2012; note: % is set by controls: 0 for no effect and ±100 for the full control effect; nearly all actives have a fitted effect of over 65% in size
#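 IDH1-R132H (0.5 ug/mL dispensed) in pH 7.5 Tris buffer was preincubated 30 min with compound, then given a substrate mix of 0.016 mM NADPH and 2 mM alpha-KG for 80 min at room temperature; remaining NADPH was read by diaphorase/resazurin fluorescence.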
# RXFP1 ag = qHTS Assay for Agonists of the Relaxin Receptor RXFP1. Relaxin receptor 1 (Homo sapiens), Q9HBX9. HEK293T-RXFP1 cAMP TR-FRET, 30 min; response scale: percent of porcine relaxin response, buffer zero. Potency, µM (doses to about 57.5 µM), for inactives: top-dose activation, actives largely listed as activators. 370,000 tested, 0.3% active; note: % is set by controls: 0 for no effect and ±100 for the full control effect; nearly all actives have a fitted effect of over 60% in size; many of its hits are not listed in these tables
#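 HEK293 cells stably expressing RXFP1, treated 30 min at 37C with compounds plus PDE4 inhibitor Ro 20174; cAMP measured by HTRF TR-FRET. Normalized to buffer and 29 nM porcine relaxin; EC50 by Hill fit.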
# Vif-APOBEC3G blk = qHTS for Inhibitors of Vif-A3G Interactions: qHTS; DNA dC->dU-editing enzyme APOBEC-3G (Homo sapiens), Q9HC16; HeLa A3G-eYFP + Vif (tagged APOBEC3G with the HIV-1 protein that degrades it), YFP fluorescence, overnight; Potency, µM (highest dose often 46.1 µM), inactives show at the highest dose activity, negative = active, actives largely listed as inhibitors; 410,000 tested, 0.076% active; AID 602310, 2012;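 note: % is set by controls: 0 for no effect and ±100 for the full control effect; nearly all actives have a fitted effect of over 60% in size; hits raise eYFP signal because A3G escapes Vif-driven loss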
#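 Read-out is eYFP fluorescence (Ex 488/Em 500-530) from Vif-expressing HeLa A3G-eYFP cells; more signal means A3G escaped Vif-mediated degradation. Cells plated overnight, compound pinned in, incubated overnight at 37 deg C.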
# TrxR1 substrate = qHTS Assay for Substrates of Mammalian Selenoprotein Thioredoxin Reductase 1 (TrxR1): qHTS. Potency, µM (highest dose often 114 µM), inactives show at the top dose activity change, negative = substrate turnover. 390,000 tested, 0.01% active. AID 588456, 2011. purified TrxR1 substrate turnover, NADPH consumption readout; note: % is set by controls: 0 for no effect and ±100 for the full control effect; nearly all actives have a fitted effect of over 50% in size
#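 Rat TrxR1, dispensed at 90 nM, was prereduced with 400 uM NADPH (final) for 5 min at ~22 deg C, then incubated with compound 15 min before 400 uM selenite. A first-read NADPH fluorescence drop versus no-compound background flagged substrates.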
# The depositor's hits bear a star; ? = inconclusive; & = joins results of further samples; [ ] = dose if it differs, or a comment. Calls come from the whole dose curve; as a rule, active = well fitted curve in the direction sought with a large enough effect; inconclusive = small, poorly fitted or top-dose-only effect, or another doubt; inactive = no such curve, though single readings can be large; an effect the other way counts as inactive or inconclusive. Potency is the fitted concentration of half-maximal effect.
SMILES,RGS4 inhibitor,rTrxR1 inhibitor,Vif-A3F inh,12-LOX inh,USP1-UAF1 inh,mIDH1 inhibitor,RXFP1 ag,Vif-APOBEC3G blk,TrxR1 substrate
O=C(CCN1C(=O)c2ccccc2C1=O)N1CCN(c2ccccc2)CC1,5%,16%,0%,-7%,-1%,0%,2.2%,2%,9%[57.1 µM]
CC(=O)c1c(N2CCCC2)[nH]c(-c2ccccc2)nc1=S,?,?,-10%,45µM*,-4%,-2%,-0.5%,-16%,1%
COc1ccc(C2Nc3ccccc3C(=O)N2NC(C)=O)cc1OC (stereo not given),-9%,23%,-2%,7%,-22%,-1%,0.3%,1%,115%[activator]
CCOc1ccc(NC(=O)CN(C)C(=O)c2ccc(C)c(S(=O)(=O)N3CCCCC3)c2)cc1OCC,-6%,15%,0%,-1%,-20%,1%,-0.6%,0%,0%
Cc1cccc(CCNC(=O)CCNC(=O)Cn2ccc3ccccc3c2=O)c1,-4%,-11%,-2%,3%,-10%,2%,6.5%,0%,-5%
O=C(/C=C/c1ncc(C(F)(F)F)cc1Cl)OCc1ccccc1,-24%,15%,6%,-14%,-13%,4%,-0.3%,0%,2%
CCN(c1ccccc1)c1cc(C)nc2nc(C)nn12,-1%,23%,0%,415%[activator],-6%,15%,0.1%,0%,-4%
Cc1ccc(NC(=S)N2CCN(c3ccccn3)CC2)cc1C,-13%,8%,3%,10%,-20%,-3%,-2.5%,5%,-3%
CCCCn1c(SCC(=O)c2ccc3c(c2)NC(=O)CO3)nc2cc(S(N)(=O)=O)ccc21,-42%,18%,?,?,-26%,10%,2.1%,-5%,6%
COc1cccc(C(=O)NCc2ccc(-c3nc4ccccc4s3)cc2)c1,-2%,12%,-10%,34%[activator],-2%,0%,4.1%,-15%,-1%
CCc1ccc(-c2ccc3nnc(SCC(N)=O)n3n2)cc1,7%,25%,-7%,?,-14%,1%,12%,3%,8%
CCCCSCCCNC(=O)c1cn(C)c2ccc(S(=O)(=O)N3CCCC3)cc2c1=O,13%&-16%,13%&2%,1%&0%,42%&-14%[activator],-25%&-10%,1%&13%,8.1%&10%,-7%&5%,3%&-2%
COc1cccc(NC(=O)Cc2nnc(SCC(=O)NC3CCCC3)n2C)c1,17%,19%[57.1 µM],-1%,1%,-19%,11%,-2.4%,0%,7%[57.1 µM]
Cc1ccc(S(=O)(=O)N2CCN(CC(=O)NCC3(N4CCOCC4)CCCCC3)CC2)cc1,-13%,12%,-18%,?,-17%,-2%,-0.2%,1%,0%
Cc1nc2c(c(C)nn2-c2ccccc2)c(C)c1CCC(=O)NCCc1ccccc1,1%,23%,1%,3%,-24%,1%,-0.7%,-2%,21%
CCCNC(=S)N1CCN(c2nc(-c3cccc(OC)c3)cs2)CC1,-14%,13%[57.1 µM],-15%,0%,-25%,3%,-1.2%,-2%,8%[57.1 µM]
CCc1nnc(NS(=O)(=O)c2ccc(NC(=O)c3cccc(OC)c3)cc2)s1,-8%,-17%,-1%,-1%,-12%,0%,-1.8%,-5%,-8%
COc1ccccc1-c1nc2n(n1)C(c1ccccc1Cl)C(C(N)=O)=C(C)N2 (stereo not given),-14%,11%[57.1 µM],-10%,80%[activator],-17%,13%,2.2%,1%,0%[57.1 µM]
CCCC/C=C1\CCc2c([nH]c3ccccc23)C1=O,-37%,5%,-1%,-11%,-20%,-5%,-1.5%,-6%,2%
CCCc1c2ccccc2nc2ccccc12,-31%,17%,0%,-4%,-17%,9%,1.6%,-7%,128%[activator]
Cn1c2ccc(F)cc2c2ncn(CC3CCCO3)c(=O)c21 (stereo not given),16%,-10%,-3%,0%,-20%,10%,6.1%,-8%,65%[activator]
COCCNC(=O)c1ccccc1NC(=O)CCSc1ccccc1,17%,22%,7%,2%,0%,12%,-0.9%,1%,-1%
O=C(Nc1ccn(-c2ccccc2)n1)c1ccc(S(=O)(=O)N2CCCCCC2)cc1,-19%,11%,-1%,-19%,-18%,-3%,0.9%,0%,-3%
O=c1[nH]c2ccc(NCc3ccc(-c4ccccc4)o3)cc2[nH]1,18%,5%,2%,-23%,2%,0%,0.0%,4%,-2%
CCCCn1c(N)c(N(CCOC)C(=O)C2CC(=O)N(c3ccc(CC)cc3)C2)c(=O)[nH]c1=O (stereo not given),3%,18%,0%,21%,-6%,-4%,0.2%,3%,2%
# Next section
SMILES,RGS4 inhibitor,rTrxR1 inhibitor,Vif-A3F inh,12-LOX inh,USP1-UAF1 inh,mIDH1 inhibitor,RXFP1 ag,Vif-APOBEC3G blk,TrxR1 substrate
O=C(NC(Nc1nc2ccc([N+](=O)[O-])cc2s1)(C(F)(F)F)C(F)(F)F)c1ccccc1Cl,12%,-19%,-21%,-27%,-27%,?,1.4%,5%,-17%
Cc1nc(-c2cccc(C(F)(F)F)c2)sc1C(=O)O,-7%,16%[57.1 µM],0%,3%,-4%,-3%,9.9%,1%,6%[57.1 µM]
CCCCCC(=O)N/N=C/c1ccco1,11%[11.4 µM],11%,1%,-3%,-23%,2%,1.5%,-1%,1%
CCOC(=O)N1CCN(C(=O)c2ccc3oc(CCCc4ccccc4)nc3c2)CC1,16%,4%,2%,24%,-17%,11%,-2.5%,2%,3%
CCOc1ccc(Oc2ccccc2NS(=O)(=O)c2ccc(CCC(=O)O)cc2)cc1,-13%,-11%,0%,-8%,-19%,18%,-0.3%,0%,1%
CN1C(=O)C(=O)/C(=C(/O)c2ccccc2)C1c1ccccc1 (stereo not given),31%,-3%,-1%,0%,2%,5%,-1.3%,2%,-11%
CC(=O)c1ccc(NC(=O)CCc2nc(-c3ccc(C)cc3)no2)cc1,-21%,?,3%,?,-31%,5%,5.4%,5%,-12%
COC(=O)NCC(c1ccc2c(c1)OCO2)N1CCN(c2ccccc2)CC1 (stereo not given),15%,17%,-23%,13%,-12%,12%,2.8%,-1%,0%
COc1ccc(NC(=O)CN2C(=O)COc3ccc(S(=O)(=O)N4CCCCCC4)cc32)cc1,-35%&-8%,15%,0%&4%,-1%&-23%,-21%&-10%,5%&0%,2.7%&-1.2%,5%&2%,1%
CCOc1ccc(NC(=O)C2CCCN2C(=O)Oc2ccccc2)cc1 (stereo not given),-24%,15%,-4%,1%,-1%,-5%,2.9%,1%,-2%
COCCNC(=O)/C(C#N)=C/c1ccc(O)cc1,9%,-5%,-12%,3%,-13%,1%,2.2%,3%,-12%
CN(C)S(=O)(=O)c1ccc(NC(=O)c2ccccn2)cc1,30%,10%[57.1 µM],-6%,3%,-16%,10%,1.7%,1%,6%
Cc1cccc(OC(=O)c2snnc2C)c1,-3%,18%,3%,?,-14%,-21%,0.4%,0%,0%

# Seven entries already listed, ordered by the value under USP1-UAF1 inh, highest first:
compound | RGS4 inhibitor | rTrxR1 inhibitor | Vif-A3F inh | 12-LOX inh | USP1-UAF1 inh | mIDH1 inhibitor | Vif-APOBEC3G blk | TrxR1 substrate
O=C(CCN1C(=O)c2ccccc2C1=O)N1CCN(c2ccccc2)CC1 | 5% | 16% | 0% | -7% | -1% | 0% | 2% | 9%[57.1 µM]
COc1cccc(C(=O)NCc2ccc(-c3nc4ccccc4s3)cc2)c1 | -2% | 12% | -10% | 34%[activator] | -2% | 0% | -15% | -1%
Cc1cccc(OC(=O)c2snnc2C)c1 | -3% | 18% | 3% | ? | -14% | -21% | 0% | 0%
CCOC(=O)N1CCN(C(=O)c2ccc3oc(CCCc4ccccc4)nc3c2)CC1 | 16% | 4% | 2% | 24% | -17% | 11% | 2% | 3%
COc1cccc(NC(=O)Cc2nnc(SCC(=O)NC3CCCC3)n2C)c1 | 17% | 19%[57.1 µM] | -1% | 1% | -19% | 11% | 0% | 7%[57.1 µM]
Cc1ccc(NC(=S)N2CCN(c3ccccn3)CC2)cc1C | -13% | 8% | 3% | 10% | -20% | -3% | 5% | -3%
O=C(NC(Nc1nc2ccc([N+](=O)[O-])cc2s1)(C(F)(F)F)C(F)(F)F)c1ccccc1Cl | 12% | -19% | -21% | -27% | -27% | ? | 5% | -17%

# 3 structures from above, sorted by number of heavy atoms, falling:
SMILES,RGS4 inhibitor,rTrxR1 inhibitor,Vif-A3F inh,12-LOX inh,USP1-UAF1 inh,mIDH1 inhibitor,RXFP1 ag,Vif-APOBEC3G blk,TrxR1 substrate
COc1ccc(NC(=O)CN2C(=O)COc3ccc(S(=O)(=O)N4CCCCCC4)cc32)cc1,-35%&-8%,15%,0%&4%,-1%&-23%,-21%&-10%,5%&0%,2.7%&-1.2%,5%&2%,1%
CC(=O)c1ccc(NC(=O)CCc2nc(-c3ccc(C)cc3)no2)cc1,-21%,?,3%,?,-31%,5%,5.4%,5%,-12%
COCCNC(=O)/C(C#N)=C/c1ccc(O)cc1,9%,-5%,-12%,3%,-13%,1%,2.2%,3%,-12%

# Source: PubChem

# Some of the compounds tested; count on the stated rates, not on these rows.
